# Screening results as filed in PubChem BioAssay.
# JMJD2A Tudor inh: qHTS Assay for Inhibitors of JMJD2A-Tudor Domain. AID 504339, 2011. 390,000 tested, 4.4% active. Lysine-specific demethylase 4A (Homo sapiens), O75164. AlphaScreen JMJD2A-Tudor / H3K4me3 peptide binding. Potency, µM (highest dose often 114 µM), for inactives: top-dose activity change, negative = inhibition, usual class: inhibitors; note: potency is the fitted concentration of half-maximal effect; % is set by controls: 0 for no effect and ±100 for the full control effect; nearly all actives have a fitted effect of over 50% in size
# Pin1 inhibitor: qHTS Assay to Find Inhibitors of Pin1; Peptidyl-prolyl cis-trans isomerase NIMA-interacting 1 (Homo sapiens), Q13526; Pin1 FP peptide displacement, HiFluor488, 10 min; Potency, µM (titrated, usually from 115 µM), inactives show at the top dose activity, negative = inhibition, actives largely listed as inhibitors; 390,000 tested, 0.009% active; AID 504891, 2011; active = well fitted inhibition curve with a large enough effect in the polarisation, with a control signal flat, not every such curve was filed as active; inconclusive = small, poorly fitted or top-dose-only effect, or effect the other way, or a change in a side signal; inactive = no such curve, though single readings can be large or run the other way; the % refers to the polarisation; note: potency is the fitted concentration of half-maximal effect; % is set by controls: 0 for no effect and ±100 for the full control effect
# Target sequence (Q13526 whole entry, looked up): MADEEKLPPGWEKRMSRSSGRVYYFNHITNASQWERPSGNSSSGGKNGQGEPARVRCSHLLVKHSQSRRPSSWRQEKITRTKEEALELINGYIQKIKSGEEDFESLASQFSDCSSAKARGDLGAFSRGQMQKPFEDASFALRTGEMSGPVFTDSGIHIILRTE
# PI4K2A block: qHTS for small molecular inhibitors of PI4K2A; activity change, negative = inhibition, % at 76.9 µM; 420,000 tested, 0.13% active; purified PI4K2A, ADP-Glo luminescence, 1 h; hits give low values; AID 1346378, 2018; Phosphatidylinositol 4-kinase type 2-alpha (Homo sapiens), Q9BTU6; in the data active = activity change below about -50%; inconclusive = mostly about -30% to -49%;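 note: -100% = wells without enzyme as full effect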
#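 PI4K2A activity was measured by ADP-Glo luminescence: enzyme (4 ug/mL stock) and phosphatidylinositol (1.2 mM stock) in Tris pH 7.5/MgCl2/EGTA/Triton X-100 buffer were reacted with ATP (300 microM stock) for one hour at ambient temperature.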
# HP1b binding inh: HTS for Inhibitors of HP1-beta Chromodomain Interactions with Methylated Histone Tails. Chromobox protein homolog 1 (Homo sapiens), P83916. AlphaScreen HP1-beta / biotin-H3K9me3 peptide binding. Potency, µM (series often up to 114 µM), for inactives: top-dose activity change, negative = inhibition, hits mostly inhibitors. 390,000 tested, 0.56% active; note: potency is the fitted concentration of half-maximal effect; nearly all actives have a fitted effect of over 70% in size; inactives centre near 23
#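 Compound inhibition of the preformed complex between 50 nM HP1-beta and 50 nM biotinylated H3K9me3 peptide was read by AlphaScreen. Buffer was PBS pH 7.4 with 0.01% Tween-20. Incubations ran 30 min at room temperature, with 10 ug/mL donor/acceptor beads.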
# GLS inh: qHTS for Inhibitors of Glutaminase (GLS); Potency, µM (doses to about 45.5 µM), for inactives: at the top dose activity change, negative = inhibition, usual class: inhibitors; 410,000 tested, 0.21% active; Glutaminase kidney isoform, mitochondrial (Homo sapiens), O94925; GLS enzymatic activity, qHTS titration; AID 624170, 2012; note: potency is the fitted concentration of half-maximal effect; % is set by controls: 0 for no effect and ±100 for the full control effect
# Target sequence (O94925 whole entry, looked up, canonical isoform): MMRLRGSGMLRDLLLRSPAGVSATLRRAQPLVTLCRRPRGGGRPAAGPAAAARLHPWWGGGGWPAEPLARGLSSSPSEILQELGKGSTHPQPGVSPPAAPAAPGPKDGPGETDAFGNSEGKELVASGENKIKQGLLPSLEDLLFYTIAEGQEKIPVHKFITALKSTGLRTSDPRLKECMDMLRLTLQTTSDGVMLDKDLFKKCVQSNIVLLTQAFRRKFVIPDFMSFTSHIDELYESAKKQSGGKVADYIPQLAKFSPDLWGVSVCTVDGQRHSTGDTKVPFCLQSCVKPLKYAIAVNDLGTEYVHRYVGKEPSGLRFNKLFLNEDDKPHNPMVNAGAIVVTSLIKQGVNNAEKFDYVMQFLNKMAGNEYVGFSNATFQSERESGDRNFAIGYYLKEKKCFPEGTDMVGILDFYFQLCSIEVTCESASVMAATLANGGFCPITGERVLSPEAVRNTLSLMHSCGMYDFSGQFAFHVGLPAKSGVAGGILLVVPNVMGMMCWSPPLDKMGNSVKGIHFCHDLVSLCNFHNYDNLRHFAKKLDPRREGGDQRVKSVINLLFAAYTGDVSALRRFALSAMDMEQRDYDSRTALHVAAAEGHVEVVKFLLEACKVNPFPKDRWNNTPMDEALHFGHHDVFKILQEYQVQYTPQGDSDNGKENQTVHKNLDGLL
#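 hKGA in 45 mM KH2PO4 pH 8.2, 0.02% Tween-20 with pin-transferred compounds; 1 mM L-glutamine (stock) plus glutamate oxidase/HRP/Amplex Red coupling added. Fluorescence read initially and after 30 min at RT.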
# Tb PGK inh: qHTS Assay to Find Inhibitors of Phosphoglycerate Kinase | Phosphoglycerate kinase, glycosomal (Trypanosoma brucei brucei), P07378 | PGK/GAPDH coupled, Kinase-Glo luminescence, 60 min | Potency, µM (titrated, usually from 57.5 µM), for the others: at the top dose activity change, negative = inhibition, usual class: inhibitors | 380,000 tested, 0.043% active | AID 602233, 2012; note: potency is the fitted concentration of half-maximal effect; % is set by controls: 0 for no effect and ±100 for the full control effect; nearly all actives have a fitted effect of over 60% in size
#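 Recombinant glycosomal PGK reaction used 1,3-bisphosphoglycerate generated in-well by GAPDH (100nM final) in 100mM TEA pH 7.6, 5mM MgCl2, 0.01% Tween-20. After 60 minutes at room temperature, ATP was read by Kinase-Glo Plus luminescence end-point.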
# BAZ2B block: qHTS Assay for Inhibitors of BAZ2B; Bromodomain adjacent to zinc finger domain protein 2B (Homo sapiens), Q9UIF8; AlphaScreen BAZ2B-H3K14Ac peptide displacement; Potency, µM (top dose mostly 114 µM), inactives show top-dose activity change, negative = inhibition, actives largely listed as inhibitors; 360,000 tested, 4.4% active; note: potency is the fitted concentration of half-maximal effect; % is set by controls: 0 for no effect and ±100 for the full control effect; nearly all actives have a fitted effect of over 60% in size
#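 BAZ2B 50 nM plus b-H3(5-23)K14Ac 50 nM, PBS pH 7.4/0.01% Tween-20, 30 min RT; compound added (max 110 uM), 30 min RT; streptavidin donor/Ni-chelate acceptor beads 10 ug/mL final, 20 min dark; AlphaScreen read.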
# G9a inh: qHTS Assay for Inhibitors of Histone Lysine Methyltransferase G9a | Histone-lysine N-methyltransferase EHMT2 (Homo sapiens), Q96KQ7 | G9a H3K9 monomethylation, AlphaScreen, 2 h | Potency, µM (doses to about 102 µM), without a hit: at the top dose activity, negative = inhibition, actives largely listed as inhibitors | 350,000 tested, 8.8% active; note: potency is the fitted concentration of half-maximal effect; % is set by controls: 0 for no effect and ±100 for the full control effect; nearly all actives have a fitted effect of over 75% in size
# Target sequence (Q96KQ7 913-1193 limits assumed): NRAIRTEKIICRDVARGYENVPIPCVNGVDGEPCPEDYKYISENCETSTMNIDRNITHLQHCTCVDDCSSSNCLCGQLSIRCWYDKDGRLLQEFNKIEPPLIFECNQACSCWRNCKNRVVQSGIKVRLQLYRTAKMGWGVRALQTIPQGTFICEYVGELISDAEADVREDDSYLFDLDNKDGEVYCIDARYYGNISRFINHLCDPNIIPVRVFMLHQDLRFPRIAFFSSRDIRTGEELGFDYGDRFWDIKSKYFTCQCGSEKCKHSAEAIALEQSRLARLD
#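 G9a (20 nM) was preincubated 15 min with compound, then reacted 2 h at room temperature with 500 nM biotin-H3K9 peptide and 20 µM SAM. Monomethyl-H3K9 detected by AlphaScreen using anti-H3K9me1 antibody.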
# POLH inh: qHTS for Inhibitors of Polymerase Eta. recombinant Pol eta, fluorescent DNA replication assay. Potency, µM (highest dose often 114 µM), for the others: at the highest dose activity change, negative = inhibition, most hits filed as inhibitors. 390,000 tested, 1.2% active. AID 588591, 2011; note: potency is the fitted concentration of half-maximal effect; % is set by controls: 0 for no effect and ±100 for the full control effect
#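 Pol eta at 10 nM preincubated with compounds 15 min at room temperature; reaction started with fluorescent substrate (50 nM final) and read kinetically at 0 and 10 min.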
# Starred values were filed as active, the others as inactive; i = inactive; ? = inconclusive; nt = not tested or not shown; [ ] = remark or other dose. Unless noted, calls come from the whole dose curve; as a rule, active = well fitted curve in the direction sought with a large enough effect; inconclusive = small, poorly fitted or top-dose-only effect, or another doubt; inactive = no such curve, though single readings can be large; an effect the other way counts as inactive or inconclusive.
SMILES,JMJD2A Tudor inh,Pin1 inhibitor,PI4K2A block,HP1b binding inh,GLS inh,Tb PGK inh,BAZ2B block,G9a inh,POLH inh
Cc1ccc(Nc2nc(CSc3nnc(-c4ccncc4)n3C)cs2)cc1,-28%,3%,-3,8%,6%,8%,-18%,40µM*,-8%
COc1ccc(C(=O)COC(=O)CCc2ccccc2)cc1,77%[activator],-5%,-4,97%[activator],-2%,-2%,58%[activator],50%[59 µM],5%
COc1ccc(C(=O)O)cc1S(=O)(=O)N1CCN(c2ccccn2)CC1,-5%,0%,6,5%,11%,1%,20%,?,-1%
CC(=O)c1ccc(N2CCN(C(=O)c3cc4cc5cc(C)ccc5nc4s3)CC2)cc1,-12%,-1%,0,21%[57 µM],-7%,6%,2%,4%[59 µM],-9%
Cc1cc(=O)oc2cc(OC(=O)c3ccco3)ccc12,9%,-1%,18,46%[activator],2%,2%,-6%,5%,-4%
CCC(C)NC(=O)C1CCCCN1S(=O)(=O)c1ccc(F)cc1 (stereo not drawn),-7%,0%,-2,25%,9%,4%,11%,7%[2.33 µM],-13%
CCC(=O)Nc1nnc(CSCc2ccccc2)s1,-1%,0%,-9,20%,5%,4%,9%,17%[2.33 µM],-7%
NC(=O)c1oc2ccc(Cl)cc2c1NC(=O)CN1CCOCC1,-3%,-10%,17,41%,-1%,-1%,2%,-5%[12.7 µM],-17%
CCCSc1nnc(NC(=O)c2cc(=O)c3ccccc3o2)s1,-10%,-1%,0,26%,0%,-10%,-3%,-33%[59 µM],6%
O=C(CS(=O)(=O)c1ccc2ccccc2c1)Nc1ccccc1Cl,-12%,-5%,1,26%,7%,i,-4%,26%[59 µM],-8%
COn1c(=O)c(-c2ccc(F)cc2)[n+]([O-])c2ccccc21,-14%,-2%,-7,3%,-8%,-10%,1%,-8%[2.33 µM],-15%
O=C(CNC(=O)C12CC3CC(CC(C3)C1)C2)N1CCN(S(=O)(=O)c2cccs2)CC1,-17%[57.1 µM],-2%,-3,27%,7%,-17%,0%,13%[59 µM],-11%
CCOc1ccc(CCNC(=O)COC(=O)COc2ccc(C(C)=O)cc2)cc1OCC,-7%,0%,1,-10%,11%,-11%,-3%,-17%[59 µM],-12%
COc1ccc(OC)c(/C=C(\C#N)c2nc3ccccc3c(=O)[nH]2)c1,-27%,?,0,51%[activator],-29%,8%,-9%,5%[59 µM],?
Cc1cc(NC(=O)CSc2nnc(-c3ccoc3C)o2)no1,-1%,5%,-6,42%,1%,11%,?,-25%,-9%
O=C(Oc1ccc(F)cc1)c1nc(SCc2ccc(F)cc2)ncc1Cl,10%,2%,4,55%[activator],-3%,-1%,16%,49%[activator][59 µM],3%
Cc1ccccc1-c1noc(-c2ccc(N3CCN(C)CC3)c([N+](=O)[O-])c2)n1,-15%,22%,3,-7%,-8%,-3%,-11%,-9%[59 µM],-17%
O=C(NCc1ccco1)C1CC(c2c(Cl)cccc2Cl)=NO1 (stereo not drawn),-23%,?,-4,20%,-2%,2%,-20%[57.1 µM],?,?
CCCCOc1ccc(/C=N/Nc2cc(N3CCOCC3)nc(C)n2)cc1,-21%,7%,4,74%[activator],4%,-1%,-16%,nt,-23%
Cc1ccnc(NC(=O)c2cccc(S(=O)(=O)Nc3ccc(C)cc3C)c2)c1,-24%,8%,-14,1%,17%,-3%,nt,nt,-7%

# Arranged by count of non-hydrogen atoms (ascending): 3 of the compounds above
SMILES,JMJD2A Tudor inh,Pin1 inhibitor,PI4K2A block,HP1b binding inh,GLS inh,Tb PGK inh,BAZ2B block,G9a inh,POLH inh
Cc1cc(NC(=O)CSc2nnc(-c3ccoc3C)o2)no1,-1%,5%,-6,42%,1%,11%,?,-25%,-9%
Cc1ccccc1-c1noc(-c2ccc(N3CCN(C)CC3)c([N+](=O)[O-])c2)n1,-15%,22%,3,-7%,-8%,-3%,-11%,-9%[59 µM],-17%
O=C(CNC(=O)C12CC3CC(CC(C3)C1)C2)N1CCN(S(=O)(=O)c2cccs2)CC1,-17%[57.1 µM],-2%,-3,27%,7%,-17%,0%,13%[59 µM],-11%

# Arranged by the number under BAZ2B block (rising): three of the compounds above
Compound	JMJD2A Tudor inh	Pin1 inhibitor	PI4K2A block	HP1b binding inh	GLS inh	Tb PGK inh	BAZ2B block	G9a inh	POLH inh
COn1c(=O)c(-c2ccc(F)cc2)[n+]([O-])c2ccccc21	-14%	-2%	-7	3%	-8%	-10%	1%	-8%[2.33 µM]	-15%
NC(=O)c1oc2ccc(Cl)cc2c1NC(=O)CN1CCOCC1	-3%	-10%	17	41%	-1%	-1%	2%	-5%[12.7 µM]	-17%
CCC(C)NC(=O)C1CCCCN1S(=O)(=O)c1ccc(F)cc1 (stereo not drawn)	-7%	0%	-2	25%	9%	4%	11%	7%[2.33 µM]	-13%

# Next section.
SMILES,JMJD2A Tudor inh,Pin1 inhibitor,PI4K2A block,HP1b binding inh,GLS inh,Tb PGK inh,BAZ2B block,G9a inh,POLH inh
COc1cc(C(=O)N2CCCC(c3nc(-c4cccs4)no3)C2)cc(OC)c1OC (stereo not drawn),-5%,2%,6,23%,-2%,-11%,-2%,-41%,-4%
Cc1cccc(CN2C(=O)NC(c3ccccc3)(c3ccccc3)C2=O)c1,-2%,?,-1,17%,3%,-6%,6%,?,-8%
CCOc1ccc(Cc2n[nH]c(=S)n2Cc2ccccc2)cc1,45µM*,?,-6,-10%,-3%,-7%,-38%,1.1µM*,-17%
Cc1ccc(C(=O)Nc2ccc3cn[nH]c3c2)cc1S(=O)(=O)N1CCOCC1,-18%,7%,2,26%,2%,-7%,-21%,nt,-19%
O=C(NCc1ccc(F)cc1)c1c2c(nc3ccccc13)CCN(Cc1ccccc1)C2,7%,-6%,-3,28%,-1%,-6%,8%,45µM*,-16%
Cn1nnnc1SCC(=O)c1c(N)n(C)c(=O)n(C)c1=O,5%,4%,-1,38%,6%,1%,15%,15%,-11%
N#Cc1c(-c2ccc(Br)cc2)cc(-c2cccnc2)nc1N,-7%,14%,5,77%[activator],0%,-9%,-5%,9%[59 µM],3%
Cc1cc(C)nc(Sc2c(C)n[nH]c2C)n1,-16%,5%,11,11%,1%,nt,18%,3%[59 µM],-6%
O=C(CCN1C(=O)c2ccccc2S1(=O)=O)Nc1ccc(F)c([N+](=O)[O-])c1,-1%,1%,1,28%,71%[activator],-12%,6%,-4%,-3%
Cc1ccccc1OCCCN1CCOCC1,-1%,0%,4,26%,0%,-9%,7%,7%,1%
COC(=O)C1=C(C(=O)OC)[C@@H]2Nc3ccccc3[C@@]23C[C@@H](C(=O)OC)N(C(=O)CC(C)C)C3=N1,-36%,-14%,-3,23%,13%,5%,nt,nt,-10%
CCOCCCNC(=S)N1CCCN(c2nc3cc(C)cc(C)c3cc2C#N)CC1,48%[activator],7%,2,114%[activator],1%,i,12%,66%[activator],-25%
Cc1cc(S(=O)(=O)C(CNC(=O)c2ccc(F)c(F)c2)c2cccs2)ccc1F (stereo not drawn),-14%,-1%,-6,25%,4%,-8%,6%,21%[59 µM],-6%
O=c1c2c([nH]c3ccccc13)CCCCC2,-4%,-5%,3,56%[activator],-13%,-8%,-18%,8%,-18%
COc1ccccc1CNC(=O)CCNC(=O)Cn1ccc2ccccc2c1=O,-4%,-2%,4,30%,-9%,-10%,-2%,2%[12.7 µM],-9%
COc1ccc(Cl)cc1NC(=O)COC(=O)CNC(=O)c1ccc([N+](=O)[O-])c(C)c1,-24%,-6%,-4,7%,2%,-2%,-34%,5%[59 µM],-19%
Cc1c(O)ccc2cc(S(=O)(=O)c3ccccc3)c(=O)oc12,20%,?,1,41%[activator],-15%,-3%,9%,29%,-13%
COc1ccccc1-c1sc2ccccc2c1-c1ccc(OCCN2CCOCC2)cc1,50µM*,3%,5,-18%,0%,-2%,nt,nt,-18%
CCC1CN(C(=O)N2CCC(C(=O)NCc3ccc(OC)cc3OC)CC2)c2ccccc2O1 (stereo not drawn),-17%,5%,-3,51%[activator],-11%,i,-10%,nt,-10%
CCCCN1C(Nc2ccccc2)=NC[C@@H]1C,-9%,2%,2,32%,-5%,-5%,-3%,18%[2.33 µM],-11%
O=C1C=CC(=O)N1c1cccc(-c2ccccc2)c1,50µM*,57%[activator],8,32µM*,-20%,-1%,12%,1µM*,?
CCOC(=O)c1[nH]c(CN2CCN(c3ccc(OC)cc3)CC2)c(C(=O)OCC)c1C,50µM*,-1%,2,45µM*,21%,-8%,14µM*,22µM*,-11%
CCOC(=O)C(C)Sc1nnc(Cn2c(=O)sc3ccccc32)n1-c1ccccc1 (stereo not drawn),-12%,-7%,-4,60%[activator],7%,i,8%,?,-27%
COc1ccccc1C(=O)NCc1nnc(SC(C)C(=O)Nc2nccs2)n1C (stereo not drawn),-8%,3%,-1,35%,0%,3%,12%,0%,-5%
Cc1ccc(OCc2nc(C#N)c(NCCc3ccccc3)o2)cc1,-31%,1%,3,-19%,2%,5%,?,?,-19%

# This is a subset. The share of hits here may be higher or lower than overall.
